Screening results as filed in PubChem BioAssay.
aSyn 5UTR inh: MLPCN primary screen, SNCA 5' untranslated region; alpha-synuclein 5'UTR reporter, inhibitor activity; inhibition, % (tested at 7.5 µM); hit rate 0.82% among 300,000; in the data active = inhibition above about 60%;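 also: H4 neuroglioblastoma cells stably carrying SNCA 5'UTR luciferase fusion; 0% = DMSO wells and 100% = positive control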
IEC-6 cytotox: IEC-6 cytotoxicity, counter-screen for KLF5 inhibitors; luminescence viability; inhibition, % at 5 µM; hit rate 0.78% among 290,000; AID 1825; in the data active = inhibition above about 22%;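 also: 0% = plate median of test compound wells and 100% = cytotoxic reference compound wells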
AI-2 QS modul: modulators of Vibrio harveyi AI-2 quorum sensing system; Vibrio harveyi JMH597 AI-2 luminescence/OD600 ratio, 9 h; stronger effect = lower value; strain lacks LuxN and CqsS sensors; 0 = neutral-control median; activity change, % at 7.5 µM; hit rate 0.4% among 300,000; in the data active = activity change below about -75%, passing the limit was not always enough;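 also: luminescence divided by OD600 gain over 9 h not by final OD600 alone; inactives centre near 13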
HSP90 refold inh: inhibitors of HSP90 luciferase refolding in rabbit reticulocyte lysate | luciferase refolding luminescence, 3 h | inhibition, % at 5.6 µM | hit rate 0.91% among 290,000 | AID 1789;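 active = inhibition above the screen-wide mean plus 3 SD, computed separately per campaign, cut at about 16% in these data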;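 also: 0% = DMSO wells and 100% = 60 µM geldanamycin wells; inhibitors lower the luminescence because luciferase stays unfolded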
GSK3A inh: human GSK-3 alpha kinase inhibition. P49840. ADP-Glo luminescence, 60 min. inhibition, % at 10 µM. hit rate 0.1% among 320,000. AID 2650;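 in the data active = inhibition above about 50%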;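 also: GST-tagged GSK-3 alpha with peptide substrate and 25 µM ATP; 0% = DMSO neutral wells and 100% = GW8510 positive control wells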
Target sequence (P49840 whole entry, looked up): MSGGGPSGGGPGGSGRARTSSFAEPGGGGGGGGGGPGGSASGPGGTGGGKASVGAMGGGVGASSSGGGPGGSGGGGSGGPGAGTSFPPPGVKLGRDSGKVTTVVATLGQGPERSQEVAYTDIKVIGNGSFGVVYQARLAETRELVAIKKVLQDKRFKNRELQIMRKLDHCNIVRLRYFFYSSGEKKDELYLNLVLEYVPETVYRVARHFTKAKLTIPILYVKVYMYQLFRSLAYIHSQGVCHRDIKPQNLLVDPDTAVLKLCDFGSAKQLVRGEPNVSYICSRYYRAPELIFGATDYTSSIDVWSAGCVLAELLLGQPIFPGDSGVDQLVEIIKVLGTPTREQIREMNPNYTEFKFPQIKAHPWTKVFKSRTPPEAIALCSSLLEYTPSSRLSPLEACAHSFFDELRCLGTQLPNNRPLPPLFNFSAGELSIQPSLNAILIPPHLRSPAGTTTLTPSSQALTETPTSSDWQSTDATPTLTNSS
HSF-1 act: increases HSF-1 driven luciferase reporter signal | NIH3T3-HGL HSF-1 luciferase reporter, MG132, 8 h; 100% = twice DMSO control signal | activation, % at 9 µM | hit rate 1.7% among 300,000 | AID 504408;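 active = mean replicate activation of at least 50% with a set share of replicates each reaching 50%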;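 also: 0% = median of the neutral control wells and 100% = twice that signal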
PolyA inh: yeast polyadenylation inhibition | S. cerevisiae SKY197-pL101 polyadenylation reporter, beta-gal luminescence; efflux-impaired pdr1/pdr3 knockout yeast; score 100 = 6 SD above DMSO | calls only at 12 µM | hit rate 0.02% among 300,000;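 active = lowest replicate activity score at least 50, where 100 means six control SD above control mean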;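 also: yeast exposed to compound for 9 h at 30 °C; higher score means more reporter readthrough which indicates perturbed polyadenylation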
HSF1 inhib: HSF1 inhibition; NIH3T3-HGL HSE-luciferase, MG132-induced, luminescence 8 h; stronger effect = lower value; activity change, negative = inhibition, % at 7.5 µM (by protocol); hit rate 0.77% among 300,000; AID 2098;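 active = more than half of replicate wells show activity change below -50%, luminescence cut by over half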;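 also: luciferase reports HSF-1 transcriptional activity via heat shock element; 0% = median of DMSO wells and -100% = zero luminescence signal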
GSK3beta inhib: inhibitors of human GSK3beta kinase | P49841 | GST-GSK3beta kinase, ADP-Glo luminescence, 60 min; stronger effect = lower value | activity score (negative = inhibition), % at 10 µM | hit rate 0.038% among 300,000 | AID 2097;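 active = more than half of replicate wells score below -50%, meaning over 50% inhibition versus plate controls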;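 also: 0% = median DMSO wells and -100% = median GW8510 positive control wells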
Target sequence (P49841 whole entry, looked up): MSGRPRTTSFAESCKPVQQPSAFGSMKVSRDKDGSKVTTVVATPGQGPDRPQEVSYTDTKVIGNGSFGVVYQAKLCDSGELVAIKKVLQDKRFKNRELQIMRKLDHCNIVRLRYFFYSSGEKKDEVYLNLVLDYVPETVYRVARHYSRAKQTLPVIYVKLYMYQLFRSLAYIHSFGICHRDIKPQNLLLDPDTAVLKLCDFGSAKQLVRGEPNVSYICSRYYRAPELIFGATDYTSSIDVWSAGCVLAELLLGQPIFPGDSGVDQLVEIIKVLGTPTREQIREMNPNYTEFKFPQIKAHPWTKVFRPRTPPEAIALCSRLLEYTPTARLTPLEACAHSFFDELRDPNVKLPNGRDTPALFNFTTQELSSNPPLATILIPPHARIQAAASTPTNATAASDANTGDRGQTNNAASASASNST
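Assay system: GST-tagged human GSK3beta kinase, cell-free; Input: 1.6 ng GSK3beta; Medium: Tris/MgCl2 kinase buffer; Timing: 60 min enzyme reaction, room temperature; Signal: ADP-Glo luminescence quantifying ADP generated by kinase; Evaluation: score relative to plate controls; Benchmarks: DMSO neutral wells and GW8510 at 20 µM as positive.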
KLF5 inh: kruppel-like factor 5 inhibition; inhibition, % at 5 µM; hit rate 0.23% among 290,000; DLD-1 KLF5 promoter-luciferase reporter, luminescence;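 active = inhibition above a per-plate limit of that plate's mean compound inhibition plus 3 SD, cut at about 60% in these data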;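 also: 0% = DMSO wells and 100% = LY294002 at 200 µM; higher means less KLF5 promoter-driven luciferase light; inactives centre near -14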
Numbers without * were called inactive; i = inactive; . = not tested or not shown. An excerpt. The share of hits here may be higher or lower than overall.

SMILES | aSyn 5UTR inh | IEC-6 cytotox | AI-2 QS modul | HSP90 refold inh | GSK3A inh | HSF-1 act | PolyA inh | HSF1 inhib | GSK3beta inhib | KLF5 inh
O=C1NC(c2ccccc2)=C(c2nc3ccccc3s2)C(c2ccc(F)cc2)N1 (centres undefined) | 38 | 1 | 15 | 3 | -1 | 23 | i | 10 | 1 | 3
O=C(Nc1cccnc1)c1cc2nc(C3CC3)cc(C(F)(F)F)n2n1 | -18 | 2 | 1 | 3 | -4 | -2 | i | -2 | 2 | -26
COc1cccc(NC(=O)NCCC2=CCCCC2)c1 | -183 | -9 | -9 | 2 | 4 | 46 | i | 19 | 0 | -166
CC(=O)Oc1cccc(N2C(=O)c3ccccc3C2=O)c1 | -2 | 2 | 23 | 0 | 0 | -3 | i | 0 | 2 | -37
CCn1c2ccccc2c2nnc(SCC(=O)NCCOC)nc21 | 5 | -2 | 16 | 4 | 0 | -1 | i | -1 | -2 | 7
Cc1cc(N2CCN(S(=O)(=O)c3ccc(Br)cc3)CC2)n2ncnc2n1 | 33 | -2 | 38 | 1 | 18 | 24 | i | -1 | 2 | -9
CCCCOc1ccc(N(CC(=O)NCc2ccccc2)C(=O)c2csnn2)cc1 | -69 | -4 | 1 | 2 | -6 | 16 | i | 14 | 3 | -14
OC1(c2ccc(F)cc2)CCN(Cc2nnnn2Cc2cccs2)CC1 | 10 | -2 | 9 | -3 | -3 | -2 | i | -9 | 3 | -17
COC(=O)c1ccccc1NC(=O)c1sc(N)nc1C | . | 2 | . | -3 | 7 | . | . | . | . | -13
Cc1ccc(C)c(C(=O)Nc2c(C(N)=O)oc3ccccc23)c1 | -33 | 8 | 1 | 2 | -3 | 5 | i | -6 | -1 | 2
O=C(NCCN1CCOCC1)c1c(O)nc2sccn2c1=O | 12 | . | 7 | . | . | -17 | i | -1 | 0 | .
O=C(NCC1CCCO1)c1cnn2c1NC(c1ccccc1)CC2C(F)(F)F (centres undefined) | 4 | -5 | 11 | 0 | -2 | 16 | i | 1 | 0 | -21
O=C(NCC1(N2CCCCC2)CCCCC1)c1ccc(NS(=O)(=O)c2ccc(F)cc2)cc1 | 0 | . | 3 | . | -1 | -16 | i | -3 | 2 | .
Cc1nnc2ccc(Oc3ccc(-c4ccccc4)cc3)nn12 | 12 | -4 | 21 | 1 | 3 | 2 | i | 1 | 3 | -42
COc1ccc(NC(=O)N2Cc3ccccc3CC2C(=O)NC(C)(C)C)cc1 (centres undefined) | 3 | 4 | 5 | -1 | -1 | -10 | i | 5 | 1 | -23
C=CCNc1nc(N)c([N+](=O)[O-])c(NC2CCCCC2)n1 | 58 | -2 | -2 | 4 | 0 | -5 | i | 0 | 0 | 3
Cc1nn(CC(=O)NCCCN2CCN(Cc3ccccc3)CC2)c(=O)c2cc(-c3ccccc3)nn12 | 26 | -2 | 9 | 2 | -1 | -5 | i | -2 | 0 | 19
CC(C)C(=O)Nc1ccccc1N1CCN(C(=O)c2ccccc2)CC1 | 2 | -3 | 1 | -2 | -6 | 31 | i | -3 | 0 | -21
COc1ccc(OC)c(CNC(=O)CCS(=O)(=O)c2ccc3c(c2)oc(=O)n3C)c1 | 10 | -6 | 23 | -5 | -5 | 15 | i | 5 | 0 | -14
O=C(Cn1cc2c(n1)CCCCC2)NCc1cccs1 | 1 | -1 | 14 | 2 | . | -3 | i | -3 | 1 | -31
CCn1cc(C(=O)OC)c(=O)c2ccc(C)nc21 | 17 | 4 | . | 1 | 0 | -1 | i | -6 | . | -27
CCCCCOc1ccccc1C(=O)NCCCC(=O)O | -4 | 2 | 2 | -4 | -1 | 7 | i | -2 | -1 | -26
O=C(c1ccc2c3c(cccc13)CC2)C1CCCN(Cc2ccccn2)C1 (centres undefined) | 18 | 0 | 13 | 1 | -3 | 2 | i | 5 | 2 | -6
COc1ccc(CC(=O)N/N=C/C=C/c2cccc([N+](=O)[O-])c2)cc1OC | 22 | 3 | 14 | 2 | 1 | -11 | i | -3 | -1 | -1
Cc1ccc(-c2csc3nc(CSc4nnc(-c5ccc(Cl)cc5)n4C)[nH]c(=O)c23)cc1 | 12 | -3 | 13 | 1 | 0 | -2 | i | -3 | -2 | -4
O=C(N/N=C/c1ccc(Cl)cc1Cl)c1cccc(F)c1 | -212 | 7 | 6 | 1 | -9 | 56* | i | 29 | 0 | -127
COc1cccc(NC(=O)COC(=O)c2c3c(nc4ccccc24)CCC(C)C3)c1 (centres undefined) | 7 | 3 | 33 | 4 | 2 | -6 | i | -6 | -4 | 9
CC[C@H](C)[C@H](NC(N)=O)C(=O)Nc1ccc(C)cc1 | -26 | 0 | 19 | 5 | -3 | -3 | i | -1 | 1 | -15
CCS(=O)(=O)Nc1cccc(-c2cn3c(n2)SCC3)c1 | 7 | 3 | -6 | 5 | 4 | 21 | i | -9 | -1 | -8
O=C(O)CNC(=O)C1COc2ccccc2O1 (centres undefined) | 2 | -6 | 13 | -1 | -3 | 7 | i | -5 | 0 | -29
CCc1ccc(N(C(=O)c2csnn2)C(C(=O)NC(C)(C)C)c2ccncc2)cc1 (centres undefined) | -22 | -5 | 12 | 0 | 0 | 38 | i | 35 | 0 | -12
CCc1ccc(OCC(=O)N/N=C(\C)c2ccc3c(c2)OCCO3)cc1 | 4 | -5 | 23 | -5 | -2 | 9 | i | 3 | 1 | -42
Cc1ccc(C(=O)NCC(=O)OCC(=O)c2c(N)n(C)c(=O)n(C)c2=O)s1 | -2 | 3 | 2 | 5 | -2 | 15 | i | 1 | 2 | -45
COc1cccc(N2CCN(C(=O)C3CCCN(c4ncnc5c4nc4n5CCCCC4)C3)CC2)c1 (centres undefined) | 3 | -4 | . | -6 | 1 | 4 | i | 2 | 2 | -13
COc1cc(NC(=O)C(C)Oc2ccccc2)cc(OC)c1 (centres undefined) | -1 | 4 | 8 | 0 | -1 | 11 | i | 1 | -1 | -23
CC1(C)CC(=O)C=C(Nc2ccc(Br)cc2F)C1 | 3 | 0 | 27 | 1 | -1 | -70 | i | -64* | 2 | -15
COCCNC(=O)CNC(=S)N(Cc1ccccc1)Cc1cccnc1 | -9 | 5 | 12 | 1 | -1 | 14 | i | 3 | 4 | -1
NC(=O)C1CNc2ccccc2O1 (centres undefined) | 6 | 4 | -2 | -1 | -1 | 8 | i | -8 | 0 | -14
CCC(C)c1ccccc1N1CC(C(=O)N2CCN(S(=O)(=O)c3ccccc3Br)CC2)CC1=O (centres undefined) | 26 | . | 6 | . | -2 | 10 | i | 5 | -1 | .
Nc1ccc(C(=O)NC2CCSc3ccccc32)cc1[N+](=O)[O-] (centres undefined) | -23 | 9 | 48 | -3 | -2 | 2 | i | 1 | 1 | -19

Shown with tabs: 2 of the compounds above.
structure	aSyn 5UTR inh	IEC-6 cytotox	AI-2 QS modul	HSP90 refold inh	GSK3A inh	HSF-1 act	PolyA inh	HSF1 inhib	GSK3beta inhib	KLF5 inh
CC[C@H](C)[C@H](NC(N)=O)C(=O)Nc1ccc(C)cc1	-26	0	19	5	-3	-3	i	-1	1	-15
CCS(=O)(=O)Nc1cccc(-c2cn3c(n2)SCC3)c1	7	3	-6	5	4	21	i	-9	-1	-8

(listing goes on)
SMILES | aSyn 5UTR inh | IEC-6 cytotox | AI-2 QS modul | HSP90 refold inh | GSK3A inh | HSF-1 act | PolyA inh | HSF1 inhib | GSK3beta inhib | KLF5 inh
CCc1ccc(NC(=O)c2noc3c2CCc2ccccc2-3)cc1 | -95 | 3 | 15 | 2 | -1 | 31 | i | 8 | -2 | -31
COc1ccc(NC2CCCN(C(=O)c3ccc(OC)cc3OC)C2)cc1 (centres undefined) | 11 | 0 | 16 | -4 | -1 | 22 | i | 3 | -5 | -16
COc1ccc(CCC(=O)N(C)CC(=O)Nc2ccc(N3CCOCC3)cc2)cc1 | 38 | -2 | . | 0 | -2 | 1 | i | 0 | . | -23
O=C(O)C(Cc1ccccc1)NC(=O)C(Cc1ccccc1)NC(=O)C12CC3CC(CC(C3)C1)C2 (centres undefined) | -11 | . | 15 | . | -6 | 3 | i | 1 | 3 | .
COc1cccc(NC(=S)NC(=O)c2cccnc2)c1 | -26 | -2 | 7 | -3 | 1 | 24 | i | 17 | -5 | -24
NS(=O)(=O)c1ccc(CCNC(=O)CN2CCN(c3cccc(Cl)c3)CC2)cc1 | 20 | -2 | 16 | 4 | 1 | 7 | i | 3 | 0 | -5
Cc1ccc(/C(N)=N/OC(=O)c2cccc(F)c2)cc1 | -262 | -8 | 2 | -6 | -1 | 37 | i | 14 | 2 | -34
Cc1c(C(C)(C)C)s/c(=N/S(=O)(=O)c2ccccc2)n1C | 5 | 4 | -7 | 12 | 0 | 24 | i | 7 | 4 | -26
O=C(c1ccc(CS(=O)(=O)c2c(Cl)cccc2Cl)o1)N1CCCC1 | -1 | 0 | 14 | 1 | 5 | -2 | i | -4 | 5 | -10
Cc1ccc([N+](=O)[O-])cc1S(=O)(=O)Nc1cccc(-c2ccc(N3CCCC3)nn2)c1 | -25 | . | 10 | . | . | 19 | i | 12 | 4 | .
CCOc1ccc2[nH]c(=O)c(CN(CCO)C(c3nnnn3C3CCCCC3)C(C)C)cc2c1 (centres undefined) | 28 | -2 | 37 | 3 | . | 4 | i | 5 | 0 | -10
C=CCc1cc(C=O)cc(OCC)c1O | 4 | -1 | 7 | 0 | -2 | -8 | i | -8 | 1 | -67
COc1ccc(C(=O)c2oc3nc(C)cc(C)c3c2N)cc1 | -28 | -1 | 11 | 2 | 2 | 3 | i | 6 | 2 | -6
O=C(CNS(=O)(=O)c1ccc(Br)s1)NCc1ccccc1 | -6 | -10 | -18 | 17* | -2 | 69* | i | 29 | -4 | -27
O=C(NCc1ccc2c(c1)OCO2)c1cc(S(=O)(=O)N2CCCCC2)ccc1F | 6 | 3 | 4 | 4 | . | 27 | i | -2 | -2 | -10
CN(CC(=O)NCc1cccc(F)c1)C(=O)c1ccco1 | 16 | 3 | 8 | 3 | -2 | -6 | i | 1 | -4 | -18
O=C(/C=C/c1ccccc1[N+](=O)[O-])Nc1ccc(S(=O)(=O)Nc2ncccn2)cc1 | 5 | 7 | 4 | 2 | 1 | -6 | i | 0 | 0 | -18
Cc1nnc(SCC(=O)c2cc(C)n(-c3ccc4c(c3)OCO4)c2C)s1 | -151 | 4 | 24 | 6 | -1 | 33 | i | -7 | -3 | -20
Cc1c(C(=O)NCC2CCCO2)oc2ccc(Br)cc12 (centres undefined) | -82 | . | 12 | . | . | 24 | i | 21 | 2 | .
O=[N+]([O-])c1cc(CN2CCCC2)ccc1Sc1ccc(Cl)cc1 | 12 | -6 | 1 | -2 | -5 | -13 | i | -6 | 2 | -31
Cc1csc(NC(=O)c2cc([N+](=O)[O-])cc([N+](=O)[O-])c2)n1 | -17 | 5 | 22 | 0 | -1 | 20 | i | 6 | 2 | 3
O=C(c1cc(COc2ccc(F)cc2Cl)on1)N1CCN(C2CCCCC2)C(=O)C1 | 14 | 6 | 47 | -1 | 0 | 0 | i | 2 | -1 | -68
